From PubChem
CHT block: inhibits the human high affinity choline transporter; Q9GZV3; CHT-expressing cells, membrane potential dye, choline response; active compounds read low; B-score at 10 µM; hit rate 0.86% among 310,000;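 active means B-score over 3 SD under the library average, and starting fluorescence ratio not unusually high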;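 further: choline stimulus applied at its EC90 after an EC20 pre-addition; B-score computed on integrated fluorescence ratio after choline addition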
Target sequence (Q9GZV3 whole entry, looked up): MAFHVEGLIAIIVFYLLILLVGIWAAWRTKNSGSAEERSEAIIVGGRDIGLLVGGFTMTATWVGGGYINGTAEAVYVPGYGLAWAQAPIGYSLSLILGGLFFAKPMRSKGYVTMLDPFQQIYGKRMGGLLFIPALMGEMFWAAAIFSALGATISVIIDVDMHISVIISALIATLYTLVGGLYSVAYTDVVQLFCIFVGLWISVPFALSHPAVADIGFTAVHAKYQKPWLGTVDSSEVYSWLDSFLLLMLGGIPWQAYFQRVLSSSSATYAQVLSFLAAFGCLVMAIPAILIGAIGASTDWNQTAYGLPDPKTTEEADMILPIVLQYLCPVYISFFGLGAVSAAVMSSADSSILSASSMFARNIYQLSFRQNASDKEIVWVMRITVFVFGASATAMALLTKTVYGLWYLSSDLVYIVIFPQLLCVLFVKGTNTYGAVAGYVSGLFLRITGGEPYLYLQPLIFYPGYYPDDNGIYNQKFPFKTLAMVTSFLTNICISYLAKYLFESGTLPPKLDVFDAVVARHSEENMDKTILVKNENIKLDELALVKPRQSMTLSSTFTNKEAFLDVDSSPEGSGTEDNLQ
STK33 kinase inh: blocks human STK33 kinase activity | purified STK33, MBP phosphorylation, ADP-Glo luminescence | hit rate 0.073% among 320,000 | inhibition, % at 10 µM;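 active means inhibition at or above 25%, using the most active replicate where run in duplicate; inactive means inhibition below 25%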
Target sequence (Q9BYT3 whole entry, looked up): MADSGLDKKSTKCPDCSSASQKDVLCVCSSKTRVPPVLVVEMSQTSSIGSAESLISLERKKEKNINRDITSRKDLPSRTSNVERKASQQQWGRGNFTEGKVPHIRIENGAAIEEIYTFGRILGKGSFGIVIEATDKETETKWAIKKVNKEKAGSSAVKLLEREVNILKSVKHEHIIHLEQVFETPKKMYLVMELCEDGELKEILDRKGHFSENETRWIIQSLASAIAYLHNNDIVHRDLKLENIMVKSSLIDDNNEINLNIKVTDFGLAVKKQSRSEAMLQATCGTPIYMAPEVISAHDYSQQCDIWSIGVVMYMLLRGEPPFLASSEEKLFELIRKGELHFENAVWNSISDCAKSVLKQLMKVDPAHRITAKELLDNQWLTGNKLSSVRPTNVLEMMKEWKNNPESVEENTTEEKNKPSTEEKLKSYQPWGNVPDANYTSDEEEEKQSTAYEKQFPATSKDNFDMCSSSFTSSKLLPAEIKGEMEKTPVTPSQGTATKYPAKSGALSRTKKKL
CHT PAM: allosterically activates the human high affinity choline transporter; B-score at 10 µM; Q9GZV3; AID 488977; hit rate 0.49% among 310,000; CHT-expressing cells, membrane potential dye, choline EC20; active compounds read high; LV-AA mutant CHT in HEK293 cells;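 active means initial fluorescence not abnormally high and integrated response B-score, plate-corrected, over 3 SD above library mean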
Numbers without * were called inactive; i = inactive; / = not tested or not shown.

SMILES	CHT block	STK33 kinase inh	CHT PAM
COc1ccc(C(=O)C2CCN(CC(=O)NCc3ccccc3)CC2)cc1	i	-1.0	i
CCC(C)[C@H](NC(=O)N1CCCC1)C(=O)OC (stereo partly drawn)	i	0.3	i
Cc1ccc(OCC(O)CN2CCC(Cc3ccccc3)CC2)c(C)c1 (stereo not drawn)	i	-1.3	i
CCOc1cccc(N2C(=O)CC(n3cnc4ccccc43)C2=O)c1 (stereo not drawn)	i	-0.3	i
CC1CCC(C(C)C)C(OCC[N+](C)(C)C)C1 (stereo not drawn)	i	-0.9	i
Clc1ccc(Cn2cccc2C2=NCCO2)cc1	i	-1.7	i
COc1ccc(Cl)cc1NC(=O)CN(C)C1CCCCC1	i	0.1	i
CCCCNC(=S)N(CCN(CC)CC)Cc1cc2cc3c(cc2[nH]c1=O)OCCO3	i	-1.0	i
Cc1cc(C(=O)Nc2cccnc2)on1	i	-4.1	i
CC1(C)Cc2c(C#N)c(NCCN3CCOCC3)nc(-c3ccccc3)c2CO1	i	0.7	i
Nc1c(C(=O)NC23CC4CC(CC(C4)C2)C3)sc2nc3c(c(C(F)(F)F)c12)CCC3	i	-1.8	i
Cc1ccc(C)c(N2CCN(C(=S)NC3CCCCC3)CC2)c1	i	-3.0	i

Carrying on:
SMILES	CHT block	STK33 kinase inh	CHT PAM
CC/C(C)=N/Nc1nc(-c2cc3cccc(OC)c3oc2=O)cs1	i	-0.3	i
CCN(CC)S(=O)(=O)c1ccc(C(=O)C(C#N)c2ccccn2)cc1 (stereo not drawn)	i	-0.3	i
CCOc1cc(/C=C2/C(=N)N3C(=NC2=O)SN=C3S(C)(=O)=O)ccc1OC(=O)c1ccco1	i	4.6	i
CC(C)NC(=S)NC(=O)c1ccc(-c2ccccc2)cc1	i	-1.0	i
COCCN(C(=O)Cc1cccs1)c1nnc(-c2ccncc2)s1	i	-0.7	i
Cc1cc(C(=O)NNC(=O)c2ccc(Cl)cc2Cl)c(C)o1	i	-1.0	i
COc1cccc(N2CCN(C(=O)C3CCCN(S(=O)(=O)c4cnc[nH]4)C3)CC2)c1 (stereo not drawn)	i	-1.5	i
CC(CN1CCCCCC1)C(=O)NN (stereo not drawn)	i	-0.7	i
Cc1oc(-c2ccc(Cl)cc2)nc1CS(=O)CC(=O)NCc1ccc2c(c1)OCO2 (stereo not drawn)	i	-0.8	i
CCOc1ccc(C(=O)OCCCN(C)C)cc1	i	-2.0	i
O=C(CN1C(=O)c2cccc3cccc1c23)Nc1cccnc1	i	-1.3	i
COc1cccc(CN2C(=O)CCC2(C)C(=O)NC2CCCC2)c1 (stereo not drawn)	i	1.0	i

The list continues.
SMILES	CHT block	STK33 kinase inh	CHT PAM
CCCC(=O)OC1CC(C)N(C(=O)c2ccccc2)c2ccc(C)cc21 (stereo not drawn)	i	1.3	i
O=C1NC(=Nc2ccccc2Br)SC1(CO)CO	i	-0.6	i
CC(=O)N1CCC(N(CCN2CCOCC2)C(=S)Nc2ccc(C)cc2)CC1	i	-1.9	i
CC(C)n1c(=S)[nH]c2scc(-c3cccs3)c2c1=O	i	1.2	i
Cc1ccc(-c2csc3ncnc(SCC(N)=O)c23)cc1	i	2.7	i
O=C(CSC(=S)N1CCCC1)Nc1ncc(Cl)cc1Cl	i	-1.1	i
O=c1c2ccccc2nc(SCc2ccc([N+](=O)[O-])cc2)n1CCCO	i	-1.7	i
CC(=O)c1cc2c(cc1NC(=O)CSc1nc3ccccc3[nH]1)OCO2	i	-0.5	i
O=C(O)c1cccc(NC(=S)N/N=C/c2cccnc2)c1	i	-1.9	i
COc1cc(SC)ccc1C(=O)OCC(=O)NC(=O)NC(C)C	i	-1.3	i
COc1ccc2c(c1)C(C)=CC(C)(C)N2C(=O)C(C)N1C(=O)c2ccccc2C1=O (stereo not drawn)	i	-2.0	i
Nc1nn(-c2ccccc2)nc1C(=O)OCc1ccccc1	i	-3.2	i

(cont.)
SMILES	CHT block	STK33 kinase inh	CHT PAM
O=C(CNC(c1ccccc1)c1ccccc1)Nc1c(F)cccc1F	i	-1.0	i
N#CC1=C(N)OC2=C(C(=O)CC(c3ccccc3)C2)C1c1ccc2c(c1)OCO2 (stereo not drawn)	i	-2.0	i
Cc1cc(=O)[nH]c(N/N=C/c2ccc(-c3ccc([N+](=O)[O-])cc3)o2)n1	i	0.1	i
CC1CN(CCOc2ccc(F)cc2)CC(C)O1 (stereo not drawn)	i	-18.1	i
COc1ccc(/C=N/NC(=O)c2cccnc2)cc1Cn1nc([N+](=O)[O-])c(Br)c1C	i	0.0	i
Cc1ccc(S(=O)(=O)N2CCOCC2)cc1NC(=O)CSc1nnnn1C	i	0.3	i
CC(=O)C[C@H]1c2cc(C(F)(F)F)ccc2S(=O)(=O)N1C1CCCC1	i	-0.3	i
O=C(N/N=C/c1ccc([N+](=O)[O-])o1)C(O)c1ccccc1 (stereo not drawn)	i	0.3	i
O=C(O/N=C1\CCCc2ccccc21)c1cccs1	i	0.8	i
CCCCCCCCC(=O)N/N=C(\C)c1cccnc1	i	-0.4	i
Cn1c2c(c(=O)n(C)c1=O)C(c1ccc(Cl)cc1)C(C#N)=C(N)O2 (stereo not drawn)	i	-4.8	i
COc1ccc(OCc2nnc(SCC(=O)N3CCCc4ccccc43)n2-c2ccc(C)cc2)cc1	i	-2.1	i

Other results.
SMILES	CHT block	STK33 kinase inh	CHT PAM
Cc1cc(C)nc(SCC(=O)Nc2ccc(S(=O)(=O)NCCO)cc2)n1	i	/	i
COC(CNS(=O)(=O)c1ccc(S(=O)(=O)NC2CC2)cc1)OC	i	-1.3	i
CCOc1ccc(NC(=O)Cn2c(=O)n(CCCC(=O)NC3CCN(Cc4ccccc4)CC3)c(=O)c3ccccc32)cc1	i	-1.4	i
CC1CCc2cc(F)ccc2N1C(=O)c1cc2nc(-c3ccco3)cc(C(F)(F)F)n2n1 (stereo not drawn)	i	-0.5	i
CCOc1ccc(N2CC(C(=O)NC(C)C)CC2=O)cc1 (stereo not drawn)	i	-0.7	i
CN=C1S/C(=C\c2cccc(Cl)c2Cl)C(=O)N1C	i	-0.4	i
COc1cc(NC(=O)c2ccccc2)c(OC)cc1NC(=O)Cc1cccs1	i	-1.2	i
CCOc1cc(NC(=O)c2ccco2)c(OCC)cc1NC(=O)COc1ccccc1C	i	-1.2	i
O=C(CSc1ncn[nH]1)Nc1ccc(OCc2ccccc2)cc1	i	-0.6	i
O=C(c1ccc(Br)o1)N1CCN(c2ncccn2)CC1	i	9.9	i
COC(=O)c1c(NC(C)=O)sc(C(=O)Nc2ccccc2F)c1C	i	-2.8	i
O=C(COC(=O)c1cccs1)NCc1cccs1	i	-1.6	i

New compounds follow.
SMILES	CHT block	STK33 kinase inh	CHT PAM
COc1ccccc1NS(=O)(=O)c1cc(NC(=O)CNC(=O)c2cc(C)cc(C)c2)ccc1C	i	-0.8	i
COc1ccc(C)cc1NC(=O)Nc1ccc(C(=O)N2CCCC2)cc1	i	2.0	i
COc1ccc(Cc2nnc(NC(=O)c3ccc(C)cc3)s2)cc1OC	i	0.0	i
O=C(CCS(=O)(=O)Cc1ccccc1)Nc1nc2c(s1)CCCC2	i	0.1	i
O=C(CCN1C(=O)/C(=C/c2ccc(Cl)cc2)SC1=S)Nc1cccc(C(=O)O)c1	i	-0.5	i
COCCCNc1nc2c(c(=O)n(Cc3ccc(Cl)cc3)c(=O)n2C)n1C	i	0.9	i
COc1ccc(CCC(=O)NCc2ccc3c(c2)OCO3)cc1	i	0.0	i
O=C(Nc1ccccc1)c1ccccc1OCc1ccc(S(=O)(=O)N2CCOCC2)cc1	i	0.2	i
COc1cc(O)sc1C=Nc1ccc(Cl)cc1Cl	i	-1.8	i
CC(C)CNC(=O)COC(=O)CCC(=O)c1cccs1	i	0.3	i
C=CCNC(=S)Nc1cccc([N+](=O)[O-])c1	i	-0.3	i
CCn1nnc(NC(=O)CSc2ccc(Cl)cc2)n1	i	0.7	i

The results go on.
SMILES	CHT block	STK33 kinase inh	CHT PAM
Cc1ccc(C(=O)Oc2cccc(-n3cnnn3)c2)cc1	i	-1.8	i
O=C(O)c1ccc(S(=O)(=O)N(Cc2ccccc2)C2CCCCC2)cc1	i	-0.7	i
Cc1[nH]n(C)c(=O)c1C(=O)c1c(-c2c(Cl)cccc2Cl)noc1C	i	0.7	i
CCN(CC)S(=O)(=O)c1ccc(C(=O)OCC(=O)NC2CCCC2)cc1	i	0.2	i
CCn1cc(/C=C(\NC(=O)c2ccccc2OC)C(=O)N2CCN(C)CC2)c2ccccc21	i	0.2	i
Cc1cccc(CN2CCN(c3ncccn3)CC2)c1	i	-1.0	i
Cc1ccc(OCCOc2cccc(/C=N/NC(N)=O)c2)cc1	i	-2.0	i
CSc1nnc(N(CCC#N)CCC#N)s1	i	0.0	i
CCOC(=O)c1cccc(NC(=O)CN(c2ccc(OC)cc2)S(=O)(=O)c2c(C)noc2C)c1	i	-0.2	i
O=C(Nn1c(-c2ccccc2)nc2ccccc2c1=O)c1ccc([N+](=O)[O-])cc1	i	-1.8	i
O=C(N/N=C/c1ccncc1)c1ccccn1	i	-1.6	i
Cc1ccc(OC(=O)c2ccncc2)c(C)c1	i	0.7	i

Three entries from above, with each value named:
Cc1ccc(OCCOc2cccc(/C=N/NC(N)=O)c2)cc1
  CHT block: i
  STK33 kinase inh: -2.0
  CHT PAM: i

CSc1nnc(N(CCC#N)CCC#N)s1
  CHT block: i
  STK33 kinase inh: 0.0
  CHT PAM: i

CCOC(=O)c1cccc(NC(=O)CN(c2ccc(OC)cc2)S(=O)(=O)c2c(C)noc2C)c1
  CHT block: i
  STK33 kinase inh: -0.2
  CHT PAM: i

3 entries from above, ordered by length of the SMILES, highest first:
SMILES	CHT block	STK33 kinase inh	CHT PAM
CCOC(=O)c1cccc(NC(=O)CN(c2ccc(OC)cc2)S(=O)(=O)c2c(C)noc2C)c1	i	-0.2	i
Cc1[nH]n(C)c(=O)c1C(=O)c1c(-c2c(Cl)cccc2Cl)noc1C	i	0.7	i
Cc1cccc(CN2CCN(c3ncccn3)CC2)c1	i	-1.0	i

Additional results follow:
SMILES	CHT block	STK33 kinase inh	CHT PAM
Cc1cc(-c2nnc(SCC(=O)Nc3ccc(Cl)cn3)n2N)n[nH]1	i	-2.0	i
COCCNC(=O)C(=O)N/N=C/c1cccs1	i	-0.9	i
CC(Sc1nc(-c2ccccc2)cc(C(F)(F)F)n1)C(=O)Nc1ccc2c(c1)OCO2 (stereo not drawn)	i	0.9	i
CCc1n[nH]c(=S)n1/N=C/c1cc(OC)cc([N+](=O)[O-])c1O	i	0.4	i
Cc1ccccc1NC(=S)NCc1ccc2[nH]c3c(c2c1)CCCC3	i	0.0	i
CC(=O)N(CCCN(C)C)CCC(C)CCC=C(C)C (stereo not drawn)	i	-1.2	i
COc1ccccc1N1CCN(C(=O)c2ccc(CSc3ccccc3)cc2)CC1	i	-0.3	i
Cc1cccc(C)c1N1C(=O)CC(N2CCSCC2)C1=O (stereo not drawn)	i	-1.9	i
CC(=O)N1CCN(C(=O)COc2ccccc2C(=O)Nc2ccccc2)CC1	i	0.9	i
COc1ccc(-n2c(C)cc(C)c(C(C)=O)c2=S)cc1	i	-0.8	i
CCOC(=O)N1CCN(C(=O)CCCn2nc(C)c3sc4ccccc4c3c2=O)CC1	i	-0.2	i
O=C(NC12CC3CC(CC(C3)C1)C2)c1ccc([N+](=O)[O-])o1	i	0.1	i

(more compounds)
SMILES	CHT block	STK33 kinase inh	CHT PAM
COc1ccc(C(=O)NNC(=O)Nc2ccc(Cl)cc2)cc1	i	-0.5	i
CCCNC(=O)N(C)c1nncnc1C(=O)NC	i	-0.6	i
COc1ccc(N2CC(C(=O)NCc3ccccc3)CC2=O)cc1 (stereo not drawn)	i	0.8	i
Cc1noc(C)c1CN1C(=O)c2ccc([N+](=O)[O-])cc2C1=O	i	-1.0	i
COC(=O)C(C)(C)NC(=O)c1cccs1	i	2.5	i
Nc1cc(=O)[nH]c(SCC(=O)NNC(=O)c2ccccc2)n1	i	-1.7	i
CCCCN1CNC(=S)N(c2ccccc2OCC)C1	i	-2.0	i
Cc1ccc(NC(=O)c2cc(-c3ccccc3O)n[nH]2)cc1Cl	i	-0.9	i
CCn1c(COC(=O)CNC(=O)c2cc(OC)c(OC)c(OC)c2)nc2cc(S(=O)(=O)N(C)C)ccc21	i	-1.3	i
CN(C)c1oc(/C=C/c2ccccc2)nc1C#N	i	-1.4	i
Cn1cc(/C=C(\C#N)C(=O)Nc2cccc([N+](=O)[O-])c2)c2ccccc21	i	-1.9	i
C/C=C(\C)C(=O)NCCN1C2=NC[C@H](Cc3ccc(O)cc3)N2C[C@@H]1Cc1ccc(OC)cc1	i	-0.6	i

Next compounds.
SMILES	CHT block	STK33 kinase inh	CHT PAM
O=C(NCc1ccco1)c1nn2c(C(F)(F)F)cc(-c3cccs3)nc2c1Cl	i	-1.8	i
O=C(CCC1CCCN(Cc2cccc(Cl)c2)C1)NCc1ccccc1F (stereo not drawn)	i	1.2	i
O=c1[nH]c2ccc(NC(=S)Nc3ccc(Cl)cc3)cc2[nH]1	i	0.3	i
COc1ccccc1NC(=O)NCCN1CCNC1=O	i	-1.3	i
CCC(CC)C(=O)Nc1ccc(C)c(O)c1	i	0.1	i
COc1ccc(N(C(=O)COc2ccccc2OC)S(=O)(=O)c2ccc(C)cc2)cc1	i	-2.8	i
O=C(CC(=O)c1ccccc1)Nc1ccc(Cl)cc1	i	0.2	i
CNC[C@H](NC[C@@H](NCCCc1ccccc1)c1ccccc1)[C@H](C)O	i	0.8	i
O=C(CN1C(=O)NC2(CCc3ccccc3C2)C1=O)NCC(F)(F)F (stereo not drawn)	i	-0.8	i
